Source: PubChem BioAssay
SENP1 inh = inhibitors of human SENP1 SUMO protease catalytic domain; Q9P0U3; actives 0.21% (n = 360,000); AID 624204; inhibition, % at 10 µM; recombinant SENP1 catalytic domain, CyPet-SUMO1-YPet FRET cleavage;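 active = inhibition at least 30% at 10 µM, raw YFP signal under a set limit, fluorescence ratio 0.5 to 1.5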;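 also: 0% = enzyme with DMSO and 100% = no enzyme wells; some results filed as inactive read as strong as hits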
Target sequence (Q9P0U3 419-644 limits assumed): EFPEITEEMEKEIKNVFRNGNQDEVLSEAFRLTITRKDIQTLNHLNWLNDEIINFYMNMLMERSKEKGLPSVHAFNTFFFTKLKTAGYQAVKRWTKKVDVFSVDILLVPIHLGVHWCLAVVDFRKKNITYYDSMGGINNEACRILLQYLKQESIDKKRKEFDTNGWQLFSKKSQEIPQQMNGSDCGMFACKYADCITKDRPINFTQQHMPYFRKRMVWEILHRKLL
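Assay system: hSENP1 catalytic domain, recombinant. Amount: SENP1 enzyme, 20 pM final. Schedule: 50 min reaction, RT, dark. Technique: FRET, CFP and YFP emission. Control set: no-enzyme wells low, DMSO-plus-enzyme wells high control.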
MPTP inh = permeability transition pore inhibition; inhibition, % at 10 µM; isolated mouse mitochondria, Ca2+ swelling absorbance, 30 min; actives 1.4% (n = 360,000);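 active = inhibition of 50% or more, scaled per plate between neutral and stimulator controls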;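 also: 0% = DMSO wells given calcium and 100% = 1 mM EGTA wells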
SENP8 block = inhibitors of human SENP8 protease. recombinant SENP8, Nedd8 substrate fluorescence. inhibition, % at 20 µM. actives 0.64% (n = 360,000); in the data active = inhibition mostly above about 40%, no sharp cut-off; inactive = mostly below about 27%
Target sequence (Q96LD8 whole entry, looked up): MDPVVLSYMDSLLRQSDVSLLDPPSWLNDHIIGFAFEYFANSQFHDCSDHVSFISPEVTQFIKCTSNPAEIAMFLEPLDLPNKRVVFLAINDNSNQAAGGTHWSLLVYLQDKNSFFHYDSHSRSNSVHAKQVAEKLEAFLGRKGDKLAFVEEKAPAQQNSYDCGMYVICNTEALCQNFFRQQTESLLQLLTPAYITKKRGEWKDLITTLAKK
An asterisk follows results filed as active; i = inactive. Only part of the results is shown; count on the stated rates, not on these rows.

The opening 14 entries, ahead of the listing:
SMILES | SENP1 inh | MPTP inh | SENP8 block
CCOC(=O)[C@]12CCC=C1N(Cc1ccco1)C(=O)[C@H](CC(=O)NCc1cccc3ccccc13)C2 | -8 | -0.3 | -2
COc1cc2c(c(O)c1OC)C1Cc3ccc(OC)c(OC)c3CN1CC2 (stereo not given) | -3 | -0.9 | 7
CC(C)NC(=O)c1csc(COCCO)n1 | 0 | -0.7 | 4
Nc1nc2c(ncn2[C@@H]2O[C@H](CNCC3=Cc4cc(O)ccc4OC3)[C@@H](O)[C@H]2O)c(=O)[nH]1 | -1 | -3.0 | 21
O=C(NCC(F)(F)F)c1csc([C@@H]2O[C@H](CO)[C@H](O)[C@H](O)[C@H]2O)n1 | 0 | -1.9 | 32
CC(=NNC1=NCCN1)c1cnn(C2=NCCN2)c1C | 0 | 0.4 | 4
Cc1ccc(S(=O)(=O)N2C[C@H]3C(=O)C[C@@H](c4ccccc4F)N(S(=O)(=O)c4ccc(C)cc4)[C@H]3C[C@H]2c2ccccc2)cc1 | 0 | -0.3 | 17
CCOC(=O)N1CCN(C(=O)C[C@@H]2C[C@@]3(C(=O)OC)CC(C)(C)CC=C3N(Cc3ccco3)C2=O)CC1 | 2 | 1.5 | 26
COc1cccc(CNC(=O)[C@@H]2CCCN2C(=O)[C@H]2CCCCN2C(=O)c2cccs2)c1 | 3 | 0.1 | 14
CCc1ccc2c(c1)NC(=O)C2(C)Cc1ccc(OC(F)(F)F)cc1 (stereo not given) | 2 | 4.7 | 15
CCOC(=O)C1=CCN(S(=O)(=O)c2ccccc2Br)C1c1ccc(Br)cc1 (stereo not given) | 0 | 0.1 | 14
COc1ccc(NC(=O)C2(C)Cc3c(-c4cccc(C(F)(F)F)c4)ccnc3O2)cn1 (stereo not given) | -1 | 1.0 | 15
CCCCC(=O)N(C)c1c(CC)nc2c(OCC(=O)N3CCOCC3)cccn12 | -4 | -0.4 | -7
CN(C)C(=O)c1cccc(-c2cc(NC=O)c3ncc(-c4ccc(F)cc4)n3c2)c1 | -25 | -0.3 | -279

Main list, previewed entries included:
SMILES | SENP1 inh | MPTP inh | SENP8 block
CCOC(=O)[C@]12CCC=C1N(Cc1ccco1)C(=O)[C@H](CC(=O)NCc1cccc3ccccc13)C2 | -8 | -0.3 | -2
COc1cc2c(c(O)c1OC)C1Cc3ccc(OC)c(OC)c3CN1CC2 (stereo not given) | -3 | -0.9 | 7
CC(C)NC(=O)c1csc(COCCO)n1 | 0 | -0.7 | 4
Nc1nc2c(ncn2[C@@H]2O[C@H](CNCC3=Cc4cc(O)ccc4OC3)[C@@H](O)[C@H]2O)c(=O)[nH]1 | -1 | -3.0 | 21
O=C(NCC(F)(F)F)c1csc([C@@H]2O[C@H](CO)[C@H](O)[C@H](O)[C@H]2O)n1 | 0 | -1.9 | 32
CC(=NNC1=NCCN1)c1cnn(C2=NCCN2)c1C | 0 | 0.4 | 4
Cc1ccc(S(=O)(=O)N2C[C@H]3C(=O)C[C@@H](c4ccccc4F)N(S(=O)(=O)c4ccc(C)cc4)[C@H]3C[C@H]2c2ccccc2)cc1 | 0 | -0.3 | 17
CCOC(=O)N1CCN(C(=O)C[C@@H]2C[C@@]3(C(=O)OC)CC(C)(C)CC=C3N(Cc3ccco3)C2=O)CC1 | 2 | 1.5 | 26
COc1cccc(CNC(=O)[C@@H]2CCCN2C(=O)[C@H]2CCCCN2C(=O)c2cccs2)c1 | 3 | 0.1 | 14
CCc1ccc2c(c1)NC(=O)C2(C)Cc1ccc(OC(F)(F)F)cc1 (stereo not given) | 2 | 4.7 | 15
CCOC(=O)C1=CCN(S(=O)(=O)c2ccccc2Br)C1c1ccc(Br)cc1 (stereo not given) | 0 | 0.1 | 14
COc1ccc(NC(=O)C2(C)Cc3c(-c4cccc(C(F)(F)F)c4)ccnc3O2)cn1 (stereo not given) | -1 | 1.0 | 15
CCCCC(=O)N(C)c1c(CC)nc2c(OCC(=O)N3CCOCC3)cccn12 | -4 | -0.4 | -7
CN(C)C(=O)c1cccc(-c2cc(NC=O)c3ncc(-c4ccc(F)cc4)n3c2)c1 | -25 | -0.3 | -279
CC(C)NC(=O)C1(C)CN(S(C)(=O)=O)CC(=O)N1CCc1ccc(O)cc1 (stereo not given) | -13 | 2.3 | 4
CC(=O)NCCNc1nc2cc(-c3ccccc3C)sc2c(=O)n1C | 2 | 0.4 | -36
O=C(c1ccc(-n2cncn2)c2ccoc12)N1CCOCC1 | -1 | -0.8 | 14
CC(=O)Nc1ccc(NC(=O)C2(C)Cc3c(-c4cccc(C(N)=O)c4)ccnc3O2)cc1 (stereo not given) | -2 | -1.3 | -4
CCCCn1nnnc1C1(C)CCC(=O)N1C1CC1 (stereo not given) | 4 | -1.2 | 12
COC(=O)[C@@]12C[C@@H](CC(=O)N3CCSCC3)C(=O)N(Cc3ccc4c(c3)OCO4)C1=CCC(C)(C)C2 | 2 | -2.8 | 6
COc1cc(CCN(C(=O)c2cc3ccccc3[nH]2)C(C)c2nc3ccccc3[nH]2)cc(OC)c1 (stereo not given) | -2 | 0.0 | -6
COc1cccc(CNC(=O)[C@@H]2CCCN2C(=O)[C@@H]2CCCN2C(=O)c2ccccc2)c1 | 0 | -0.4 | 4
NC(c1csc(Nc2ccc(C(=O)NCCCO)cn2)n1)c1ccccc1Cl (stereo not given) | -2 | -0.5 | -425
CC(C)c1ccc(NC(=O)Nc2nc(C(N)c3ccccc3Cl)cs2)cc1 (stereo not given) | 1 | 1.3 | 10
O=c1cc(CN2CCN(c3ccc(Cl)c(Cl)c3)CC2)c2c(ccc3ccccc32)o1 | -1 | 1.5 | -18
CC(=O)Oc1ccccc1Cn1c(C)c(C(=O)NCc2ccccc2C(F)(F)F)sc1=O | -4 | -2.1 | 9
OC(c1ccc(-c2ccccc2)cc1)c1ncc(-c2ccccc2Cl)[nH]1 (stereo not given) | 2 | 7.1 | 3
O=C(Nc1ccc2c(c1)OCO2)c1cc(C2CCCCN2C(=O)c2ccc(Cl)cc2)on1 (stereo not given) | 2 | 0.5 | 10
CCCS(=O)(=O)NC(=O)C1(C)CCCN(C(=O)COc2ccc(Cl)cc2Cl)C1 (stereo not given) | 1 | 0.8 | 15
COc1ccc(-c2csc(C(C)(O)c3ccccc3)n2)cc1 (stereo not given) | 2 | 2.9 | 17
COC(=O)[C@H](Cc1ccccc1)NC(=O)/C=C/[C@H]1O[C@@H](n2ccc(=O)[nH]c2=O)[C@H](O)[C@@H]1O | -1 | 0.5 | 23
Cc1cccc(C)c1NC(=O)C(c1ccncc1)n1c(=O)c(-c2ccco2)nc2ccccc21 (stereo not given) | -47 | -0.8 | -426
CN1OC[C@@H]2CN(C(=O)C(C)(C)C)[C@H](c3ccc(-c4cccnc4)cc3)C[C@@H]21 | 4 | -1.4 | 19
CCOc1ccc(CCN2C(=O)C(=O)N([C@@H](Cc3ccccc3)CN3CCC[C@H]3CN3C(=O)C(=O)NC[C@@H]3Cc3ccc(O)cc3)C[C@@H]2Cc2ccc(O)cc2)cc1 | -1 | -1.4 | 11
Cc1cccc(C)c1Cn1c(C)c(C(=O)NCCC#N)sc1=O | 2 | -0.3 | 2
O=C1NC[C@H](CCCCN2CCN(Cc3ccccc3)C(=O)C2=O)N(CCc2ccccc2)C1=O | -1 | -0.8 | 7

Record cards (already shown).
CC(=O)Oc1ccccc1Cn1c(C)c(C(=O)NCc2ccccc2C(F)(F)F)sc1=O in the list: SENP1 inh = -4; MPTP inh = -2.1; SENP8 block = 9
CCc1ccc2c(c1)NC(=O)C2(C)Cc1ccc(OC(F)(F)F)cc1 (stereo not given) in the list: SENP1 inh = 2; MPTP inh = 4.7; SENP8 block = 15

Carrying on.
SMILES | SENP1 inh | MPTP inh | SENP8 block
N#Cc1ccc(OCc2c(-c3ccccc3)nnn2CC(=O)O)cc1 | 0 | -0.4 | -2
Cn1c(=O)c2cc(NC(=O)NCCc3cccs3)ccc2n1C/C=C/c1ccccc1 | 0 | 0.2 | i
CC1(C(=O)NS(=O)(=O)c2cccc(OC(F)F)c2)CCN1C(=O)CCc1cccs1 (stereo not given) | 4 | -0.7 | 15
CN1CCN(c2ccc(CNC(=O)c3cccc4c(-c5ccc(F)c(F)c5)coc34)cc2)CC1 | 0 | -0.1 | 10
CC1(C(=O)NS(=O)(=O)Cc2cccc(Cl)c2)CCN1C(=O)C/C=C/c1ccccc1 (stereo not given) | 0 | -0.1 | 3
O=[N+]([O-])c1nccn1C1C=CC(O)C(CO)O1 (stereo not given) | -8 | 1.1 | -1
O=C(NC(c1ccccc1)c1cnccn1)C1CCN(CCCOc2ccccc2)CC1 (stereo not given) | -2 | -1.0 | -3
CC1(C(=O)NC2CCCC2)CCC(=O)N1CCc1c[nH]c2ccccc12 (stereo not given) | -2 | 0.0 | 17
COc1ccc(OCCN2CCC(C(=O)NC(c3ccc(F)cc3)c3ccc4ccccc4n3)CC2)cc1 (stereo not given) | -4 | 1.0 | -50
Cc1cccc(-c2cnc(C(O)c3ccc(-c4ccccc4)cc3)[nH]2)c1 (stereo not given) | -3 | 4.9 | 10
Cc1ccc(S(=O)(=O)N2C[C@H]3[C@H]4C(=O)N(C5CCCCC5)C(=O)[C@H]4CC(=O)[C@H]3[C@@H]2c2ccccc2F)cc1 | 1 | -0.6 | 14
O=C(Nc1ccc2c(c1)OCCO2)C(c1ccncc1)n1c(=O)c(-c2cc3ccccc3[nH]2)nc2ccccc21 (stereo not given) | -20 | 2.6 | -394
CC1(C(=O)NS(=O)(=O)c2ccc(C#N)cc2)CCN1C(=O)Cc1cccc2ccccc12 (stereo not given) | 0 | 1.1 | 8
CC(C)NC(=O)C1(C)CN(S(C)(=O)=O)CC(=O)N1CCc1ccccc1F (stereo not given) | -2 | 0.2 | 9
COC[C@@H]1CCCN1[C@H]1CS(=O)(=O)N[C@@H]1COCc1ccccc1 | -14 | 0.7 | 16
CCCC(=O)N1CCC1(C)C(=O)Nc1ccc2nccnc2c1 (stereo not given) | 0 | -0.6 | -486
COc1ccc(Sc2ccc(NC(=O)c3cccc(Cl)c3)cc2C#N)cc1 | 1 | 80* | -74
COc1ccc(C(=O)N2CCC2(C)C(=O)O)cc1F (stereo not given) | 0 | -1.5 | 4
CC(C)c1ccc(NC(=O)C2Cc3c(-c4cccc(F)c4)ccnc3O2)cc1 (stereo not given) | -1 | 0.6 | 5
COc1ccccc1N=NNc1ccc(S(=O)(=O)NC(C)=O)cc1 | 0 | 1.2 | 2
O=C(NCc1ccc(F)cc1)Nc1nnc([C@@H]2C[C@H](O)[C@@H](CO)O2)s1 | 3 | -1.1 | 4
COc1ccc(C(C(=O)Nc2ccc(F)cc2)N2CCN(c3ccncc3)CC2)cc1 (stereo not given) | 1 | 0.2 | 8
CCOCCC(=O)Nc1ccc2c(c1)c(=O)n(C)n2Cc1cccc(C(F)(F)F)c1 | 2 | 0.0 | i
COc1ccc(C(C)(O)c2nc(-c3cnc4ccccc4c3)cs2)cc1 (stereo not given) | -9 | 0.1 | -44
Cc1cc(N2CCOCC2)nc2ccc(NC(=O)C3CCCCC3)cc12 | -2 | -0.4 | -320
CC(=O)Nc1ccc(CNc2nc(NCCN(C)C)nc3cc(-c4ccccc4)sc23)cc1 | 1 | -2.2 | -272
C[C@H](O)[C@@H]1CN2CCc3c([nH]c4ccccc34)[C@@H]2C[C@@H]1N(C)C(=O)OCc1ccccc1 | -20 | 0.4 | -367
c1ccc2c(-c3cccc4nccn34)cncc2c1 | 1 | 0.5 | -359
COC(=O)C[C@@H]1C=C[C@@H](NC(C)=O)[C@@H](CO)O1 | 0 | -1.1 | 10
COc1ccc(Cc2c(C(C)(C)C)nc3c(C)cc(Br)cn23)c(C)c1 | 3 | 0.5 | -9
COc1ccc(C(C)(O)c2nc(-c3ccc(OC)nc3)cs2)cc1 (stereo not given) | -1 | 0.7 | -1
O=C(NCCN1CCC(n2c(=O)[nH]c3ccccc32)CC1)c1cc(F)cc(F)c1 | -1 | 0.9 | 16
COC(=O)[C@@]12C[C@@H](CC(=O)NCc3ccc(OC)c(OC)c3)C(=O)N(Cc3ccco3)C1=CCC(C)(C)C2 | -1 | 2.5 | 19
NS(=O)(=O)c1ccc(CCNc2ccn3nc(-c4cccc(C(F)(F)F)c4)cc3n2)cc1 | -12 | 3.0 | -462
Cc1cccnc1C(NC(=O)C1CCN(Cc2ccc3ccccc3n2)CC1)c1ccc(Cl)cc1 (stereo not given) | -57 | 0.4 | -5
COc1ccc2c(CN3CCOCC3)cc(=O)oc2c1 | 1 | -0.9 | -31
